Pf growth 96h – inhibits malaria parasite growth, 96 h. AID 504834. P. falciparum luciferase reporter growth, 96 h. hit rate 6.9% among 320,000. Potency, µM (highest dose often 28.7 µM), inactives show at the top dose activity change, negative = inhibition, actives largely listed as inhibitors
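Infected RBCs, 2% Hct / 0.05% parasitemia final; luciferase-reporter P. falciparum; cpd 96 h, 37 C, 5% CO2; luciferase detection reagent; luminescence.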
Pf growth 48h – P. falciparum growth inhibition at 48 hours (one generation); hit rate 5.9% among 310,000; Potency, µM (highest dose often 28.7 µM), for the others: at the highest dose activity change, negative = inhibition, usual class: inhibitors; P. falciparum luciferase growth in erythrocytes, 48 h
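Cell-based growth assay: transgenic P. falciparum expressing firefly luciferase, cultured in red cells within RPMI 1640 containing 0.5% w/v Albumax, 24 mM bicarbonate and gentamycin. A drop in luciferase activity indicates inhibition.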
LmPK inh – LmPK (Leishmania mexicana) enzyme inhibition | AID 1721 | Potency, µM (titrated, usually from 57.5 µM), for the others: at the top dose activity change, negative = inhibition, most hits filed as inhibitors | hit rate 0.37% among 290,000 | purified LmPK, Kinase-Glo ATP luminescence, 1 h | Q27686
Target sequence (Q27686 whole entry, looked up): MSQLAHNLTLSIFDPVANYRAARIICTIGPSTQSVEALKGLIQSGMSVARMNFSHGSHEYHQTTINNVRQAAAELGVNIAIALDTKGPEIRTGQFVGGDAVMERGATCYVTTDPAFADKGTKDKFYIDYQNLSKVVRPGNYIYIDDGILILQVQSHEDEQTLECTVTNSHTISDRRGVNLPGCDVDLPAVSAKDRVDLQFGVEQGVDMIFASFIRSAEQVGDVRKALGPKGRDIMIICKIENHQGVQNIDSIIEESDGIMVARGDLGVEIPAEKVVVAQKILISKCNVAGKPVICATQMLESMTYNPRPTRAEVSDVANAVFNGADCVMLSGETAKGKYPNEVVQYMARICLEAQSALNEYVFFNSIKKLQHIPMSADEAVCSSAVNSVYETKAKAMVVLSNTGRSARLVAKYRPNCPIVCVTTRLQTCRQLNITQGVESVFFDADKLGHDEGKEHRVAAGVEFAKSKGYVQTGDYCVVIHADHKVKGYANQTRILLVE
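qHTS format; LmPK 0.1 nM; substrates PEP 0.5 mM and ADP 0.1 mM. One-hour room-temperature incubation, then coupled luciferase luminescence; 0.5 nM enzyme wells mark activation.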
TbPYK inhibitor – T. brucei pyruvate kinase inhibition; Potency, µM (top dose mostly 76.8 µM), without a hit: at the top dose activity, negative = inhibition, actives largely listed as inhibitors; TbPYK enzyme, Kinase-Glo Plus ATP luminescence, 45 min; Q57TT1; AID 624173; hit rate 0.12% among 410,000; note: nearly all actives have a fitted effect of over 50% in size
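Readout: single end-point luminescence (Kinase-Glo Plus, 10 min). Reaction conditions were TbPYK/substrate plus 130 uM ADP, 45 min at RT, pH 7.2 TEA buffer. No-enzyme wells served as controls, and data were normalized before concentration-response fitting.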
HCV inhibitor – inhibitors of hepatitis C virus infection. Huh7.5.1 HCVcc-Cre infection, luciferase reporter, 44 h. Potency, µM (highest dose often 41.8 µM), for the others: top-dose activity change, negative = inhibition, most hits filed as inhibitors. hit rate 3.4% among 340,000
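Infectious HCV cell culture screen: compound-treated cells (1,000/well, pre-plated 4 h) are infected with HCVcc-Cre at roughly 0.5 moi and grown 44 h. Infection is quantified by luciferase signal after 15 min substrate incubation at room temperature.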
Sm TGR block – inhibitors of Schistosoma mansoni thioredoxin glutathione reductase; Q962Y6; purified TGR, DTNB reduction, TNB absorbance 405 nm; Potency, µM (top dose mostly 114 µM), for the others: top-dose activity change, negative = inhibition, usual class: inhibitors; hit rate 3% among 360,000; AID 485364; note: nearly all actives have a fitted effect of over 60% in size
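Kinetic colorimetric format: TGR-catalysed, NADPH-driven DTNB reduction monitored via TNB absorbance. Enzyme dispensed at 20 nM; compound exposure 15 min at room temperature before reaction start.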
Starred values were filed as active, the others as inactive; ? = inconclusive; . = not tested or not shown; & = joins results of further samples; [ ] = another dose, or the depositor's remark. Calls come from the whole dose curve; as a rule, active = well fitted curve in the direction sought with a large enough effect; inconclusive = small, poorly fitted or top-dose-only effect, or another doubt; inactive = no such curve, though single readings can be large; an effect the other way counts as inactive or inconclusive. % is set by controls: 0 for no effect and ±100 for the full control effect; potency is the fitted concentration of half-maximal effect. This is a random part of the collection, and some 16% of all compounds hit somewhere here.

SMILES	Pf growth 96h	Pf growth 48h	LmPK inh	TbPYK inhibitor	HCV inhibitor	Sm TGR block
COCCn1c(SCc2c(F)cccc2Cl)nc2c1c(=O)[nH]c(=O)n2C	0%	-26%	1%	0%	?	-6%
O=C(O)c1nn(-c2ccccc2-c2n[nH]c(=O)[nH]c2=O)c(=O)[nH]c1=O	-4%	30%[activator]	6%	.	.	11µM*
O=C(Nc1ccccc1)c1cc2n(n1)C(C(F)(F)F)CC(C1CC1)N2 (configuration not stated)	21%	33%	8%	4%	-8%	-14%
CC(=O)c1c(C)[nH]c(C(=O)CN2C(=O)NC(C)(CCC(C)C)C2=O)c1C (configuration not stated)	?	-26%	1%	1%	?	-10%
CCC(CC)C(=O)Nc1nnc(S(=O)(=O)N2c3ccccc3CC2C)s1 (configuration not stated)	33%[activator]	5%	-5%	4%&-7%	16%	-2%&6%
O=S1(=O)CCC(NC(=S)NCCNC(=S)NC2CCS(=O)(=O)C2)C1 (configuration not stated)	34%[activator]	1%	-3%	-10%	27%	-12%
COc1ccc(C(=O)Nc2cccc3cccnc23)cc1OC	-13%	.	5%	-5%	?	-5%
Cc1ccc(OC(C)C(=O)Nc2ccc3c(c2)n(C)c(=O)n3C)c(C)c1 (configuration not stated)	?	-17%	-1%	0%	?	6%
CC(C)C1N(c2ccccc2)C(N)=C(C#N)C1(C#N)C#N (configuration not stated)	16%	?	-1%	1%	?	-23%
O=C(OCc1cccc([N+](=O)[O-])c1)c1cc2ccccc2oc1=O	-26%	29%	5%	6%	5%	7%
COc1cc(/C=C(\NC(C)=O)C(=O)Nc2cccc(O)c2)ccc1OC(C)=O	?	12%	1%	-4%	33%[activator]	50µM*
O=C(Nc1ccccc1)C1=C[C@@H](c2ccccc2)C[C@@H](OCc2ccc(CO)cc2)O1	4%	32%[activator]	1%	2%	-24%	-26%
CC(=O)c1cccc(NC(=O)Nc2ccc(C(=O)N3CCCC3)cc2)c1	.	19%	-12%	-2%	8%	2%
O=C(Nc1ccccc1F)C1CCN(C(=O)Cc2ccccc2)CC1	?	.	2%	3%	4%	-3%
CN1CCN(S(=O)(=O)c2cccc(C(=O)Nc3ccccc3N3CCCCC3)c2)CC1	-7%	?	.	3%	?	-5%

In another format: four of the compounds above.
Cc1ccc(OC(C)C(=O)Nc2ccc3c(c2)n(C)c(=O)n3C)c(C)c1 (configuration not stated)
- Pf growth 96h: ?
- Pf growth 48h: -17%
- LmPK inh: -1%
- TbPYK inhibitor: 0%
- HCV inhibitor: ?
- Sm TGR block: 6%

O=C(OCc1cccc([N+](=O)[O-])c1)c1cc2ccccc2oc1=O
- Pf growth 96h: -26%
- Pf growth 48h: 29%
- LmPK inh: 5%
- TbPYK inhibitor: 6%
- HCV inhibitor: 5%
- Sm TGR block: 7%

CC(=O)c1cccc(NC(=O)Nc2ccc(C(=O)N3CCCC3)cc2)c1
- Pf growth 96h: .
- Pf growth 48h: 19%
- LmPK inh: -12%
- TbPYK inhibitor: -2%
- HCV inhibitor: 8%
- Sm TGR block: 2%

O=S1(=O)CCC(NC(=S)NCCNC(=S)NC2CCS(=O)(=O)C2)C1 (configuration not stated)
- Pf growth 96h: 34%[activator]
- Pf growth 48h: 1%
- LmPK inh: -3%
- TbPYK inhibitor: -10%
- HCV inhibitor: 27%
- Sm TGR block: -12%

(listing goes on)
SMILES	Pf growth 96h	Pf growth 48h	LmPK inh	TbPYK inhibitor	HCV inhibitor	Sm TGR block
COc1ccc(NS(=O)(=O)c2cccc(-c3nnc4n3CCCCC4)c2)cc1	?	?	-1%	2%	-6%	0%
O=C(NC1CCN(c2ncccn2)CC1)c1c(F)cccc1F	51%[activator]	4%	0%	-13%	?	12%
COc1ccc(N2C(=S)N=C(Nc3cccc(C)c3)C23CCCCC3)cc1	?	?	5%	-5%	22%	-3%
CCN(CC)CCN(C(=O)C1=COCCO1)c1nc2cc(C)cc(C)c2s1	-12%	?	0%	0%	?	5%
O=C(COC(=O)C12CC3CC(CC(C3)C1)C2)Nc1nc2c(F)c(F)c(F)cc2s1	-12%	12%	0%	-10%	-13%	-8%
O=C(Cc1nc2ccccc2[nH]1)c1ccc(Br)cc1	1.7µM*	?	6%	-4%	-17%	-7%
O=C(Nc1ccnn1C1CCN(Cc2ccccn2)CC1)c1cccc(F)c1	-2%	11%	1%	-6%	18%	4%
COc1ccc(C)cc1S(=O)(=O)Nc1cc2c3c(c1)CCC(=O)N3CCC2	?	-20%	.	0%	4%	1%
O=C(Nc1ccc2nc3n(c(=O)c2c1)CCCC3)c1cccc(F)c1	115%[activator]	0%	1%	6%	-15%	-4%
COc1ccc(Nc2nc3ccc(C)cc3cc2C#N)c(OC)c1	28%	7%	3%	10%	?	-14%
Cc1ccc(OCCC(=O)OCC(=O)NC2CCS(=O)(=O)C2)cc1 (configuration not stated)	13%	1%	.	2%	-4%	0%
COC(=O)c1ccc(N2CCN(C(=O)c3ccccc3)CC2)c(NC(C)=O)c1	-32%[1.15 µM]	-17%	-3%	1%	-23%	-8%
COc1ccc(NC(=O)CCS(=O)(=O)c2ccc(Cl)cc2)cc1	0%	7%	-1%	9%	?	-34%
CC(C)CC(OC(=O)c1cccs1)C(=O)NCc1ccco1 (configuration not stated)	-8%	13µM*	10%	0%	4%	40µM*
Cc1cc(N2CCN(C)CC2)nc(N2CCOCC2)n1	5%	-1%	0%	7%	1%	7%

Some of the entries so far, with values under each structure.
Sequence of screens – Pf growth 96h	Pf growth 48h	LmPK inh	TbPYK inhibitor	HCV inhibitor	Sm TGR block
- O=C(Nc1ccccc1)C1=C[C@@H](c2ccccc2)C[C@@H](OCc2ccc(CO)cc2)O1
  4%	32%[activator]	1%	2%	-24%	-26%
- CC(=O)c1cccc(NC(=O)Nc2ccc(C(=O)N3CCCC3)cc2)c1
  .	19%	-12%	-2%	8%	2%

Other compounds.
SMILES	Pf growth 96h	Pf growth 48h	LmPK inh	TbPYK inhibitor	HCV inhibitor	Sm TGR block
Cc1ccc(S(=O)(=O)NCC(=O)NCC(=O)NCCc2ccccc2F)cc1C	-27%	?	.	0%	-9%	1%
COc1ccccc1N(C)S(=O)(=O)c1ccc(C(=O)N(C)Cc2ccc(OC(F)F)cc2)cc1	?	12µM*	.	2%	4µM*	-8%
O=C(O)c1ccccc1C(=O)Nc1ccccc1[N+](=O)[O-]	56%[activator]	-10%	8%	0%	-7%	10%
Cc1nc(-c2ccccc2)nc2sc(C(=O)c3ccc(F)cc3)c(N)c12	74%[activator]	36%[activator]	1%	-2%	13%	2%
CCN1CCCC1CNC(=O)c1cc2c(=O)n(C)c3ccccc3c2n1C (configuration not stated)	?	?	-1%	1%	?	50µM*
O=C(Nc1cc(Cl)ccc1-n1cncn1)c1cc(F)cc(F)c1	31%[activator]	-19%	.	-2%	?	-2%
CSc1cccc(NC(=O)Cn2cccc2)c1	0%	20%	-2%	-7%	-3%	-20%
N#CCCN(Cc1cccnc1)C(=O)Nc1ccc(Cl)c(Cl)c1	.	-3%	0%	-7%	-6%	-1%
COc1cccc(NC(=S)NCc2ccc3c(c2)cc(C)n3C)c1	-125%	-19%	4%	3%	?	5%
O=C(OCCOc1ccccc1)c1cc(S(=O)(=O)N2CCOCC2)ccc1Cl	13%	-9%	.	1%	11%	1%
COc1ccc(C(=O)Nc2ccc(C(=O)Nc3cccnc3)cc2)cc1	-6%	59%[activator]	0%	-8%	-21%	6%
CC(NC(=O)c1noc2c1CCCC2)c1ccccc1 (configuration not stated)	?	1%	-4%	-6%	37%[activator]	7%
Cc1c(C(=O)OCC(=O)N(C)c2ccccc2)cccc1[N+](=O)[O-]	29%	-2%	0%	3%	-2%	68%[activator]
C[N+]12CCC(CC1)C(C#N)(N1CCOCC1)C2 (configuration not stated)	.	?	-8%	2%	9%	-14%
Cc1ccc(-c2csc(N3CCN(CCCn4c(C(F)(F)F)nc5ccccc54)CC3)n2)cc1	?	?	-3%	-8%	5%	6%
CC(=O)Nc1sc2c(c1C#N)CCC(C)C2 (configuration not stated)	8%	3%	0%	0%	-14%	.
Cc1cccc(C(=O)Nc2ccn(C)n2)c1	138%[activator]	96%[activator]	.	-11%	9%	-8%
CSc1ccc(CNc2ccc(C)cc2)cc1	256%[activator]	77%[activator]	-11%	0%	4%	14%
Cc1ccc(S(=O)(=O)Cc2ccc(C(=O)N3CCc4ccccc4C3)o2)cc1	13µM*	.	1%	-4%	-13%	40µM*
CCOc1ccc(NC(=O)CN2C(=O)c3ccccc3C2=O)cc1	?	2%	-3%	-3%	17%	-18%
CN(C)S(=O)(=O)n1cnc([C@@H]2[C@@H]3C(=O)OC[C@@H]3C[C@]23N=CN(Cc2ccccc2)C3=O)c1	-34%	20%	.	-10%	-13%	2%
Cn1sc(NC(=O)c2ccccc2)nc1=O	20%	28%	-8%	0%	-2%	8%
CCOC(=O)c1c(NC2=NS(=O)(=O)c3ccccc32)sc2c1CCCCC2	16%	25%	4%	-6%	-15%	2%
O=C(O)c1ccc(-n2c(-c3cc(-c4ccco4)[nH]n3)n[nH]c2=S)cc1	1%	11%	-6%	?	18%	?
Cc1ccsc1C=C1C(=O)c2ccccc2C1=O	24%	21%	14µM*	-8%	6%	0%
Cc1cc(C)cc(Oc2nc(C(F)(F)F)nc3ccccc23)c1	?	?	-2%	3%	14%	-8%
COc1ccc(/C=N/NC(=O)c2csc(-n3nc(C)cc3C(F)(F)F)n2)cc1	?	-8%	3%	-14%	-20%	4%
COc1ccc(-c2oc3ncnc(NCCN4CCOCC4)c3c2-c2ccc(OC)cc2)cc1	?	.	4%	9%	?	-22%[11.4 µM]
NS(=O)(=O)c1ccc(NC(=O)/C(=C/c2ccncc2)NC(=O)c2ccccc2)cc1	-27%	1%	4%	0%	?	-1%
CN(CC(=O)Nc1ccc(S(=O)(=O)N2CCCC2)cc1)CC(=O)Nc1cccc(F)c1	?	?	2%	6%	-27%	-17%

Some of the entries so far, in markdown:
| SMILES | Pf growth 96h | Pf growth 48h | LmPK inh | TbPYK inhibitor | HCV inhibitor | Sm TGR block |
| --- | --- | --- | --- | --- | --- | --- |
| O=C(Nc1ccccc1)c1cc2n(n1)C(C(F)(F)F)CC(C1CC1)N2 (configuration not stated) | 21% | 33% | 8% | 4% | -8% | -14% |
| O=C(O)c1ccccc1C(=O)Nc1ccccc1[N+](=O)[O-] | 56%[activator] | -10% | 8% | 0% | -7% | 10% |

Among those listed so far, 3 contain a COOH group.
SMILES	Pf growth 96h	Pf growth 48h	LmPK inh	TbPYK inhibitor	HCV inhibitor	Sm TGR block
O=C(O)c1nn(-c2ccccc2-c2n[nH]c(=O)[nH]c2=O)c(=O)[nH]c1=O	-4%	30%[activator]	6%	.	.	11µM*
O=C(O)c1ccccc1C(=O)Nc1ccccc1[N+](=O)[O-]	56%[activator]	-10%	8%	0%	-7%	10%
O=C(O)c1ccc(-n2c(-c3cc(-c4ccco4)[nH]n3)n[nH]c2=S)cc1	1%	11%	-6%	?	18%	?

Next part:
SMILES	Pf growth 96h	Pf growth 48h	LmPK inh	TbPYK inhibitor	HCV inhibitor	Sm TGR block
CCOc1ccc(NS(=O)(=O)c2cc(OCC(N)=O)c(C)cc2Cl)cc1	3.7µM*	1.5µM*	1%	-9%	36%[activator]	5%
O=C(Nc1cccc(NC(=O)c2ccccc2Cl)c1)c1cccs1	-9%	16%	2%	0%	?	-2%
COC(=O)CCN(c1ccccc1)S(=O)(=O)c1ccc(OC)cc1	38%[activator]	7%	7%	-2%	3%	4%
COc1ccccc1C(=O)n1nc(-c2ccccc2)nc1N	5%	26%	5%	-1%	-18%	?
COc1ccccc1C(=O)NC(=S)NNC(=O)c1sc2ccccc2c1Cl	?	26%	-1%	-8%	-6%	-3%
CCOC(=O)C1=C(CS(=O)(=O)c2ccc(Cl)cc2)NC(=O)NC1c1ccc(O)c(OC)c1 (configuration not stated)	20%	3%	2%	0%	9%	-1%

Source: PubChem (National Center for Advancing Translational Sciences (NCATS))
